Screening data deposited in PubChem by National Center for Advancing Translational Sciences (NCATS).
Gal4-VP16 FLuc: VP16 counterscreen qHTS for inhibitors of ROR gamma transcriptional activity; Drosophila S2 Gal4-VP16 UAS-luciferase, luminescence, 20 h; Potency, µM (top dose mostly 53.6 µM), for the others: at the highest dose activity, negative = inhibition, hits mostly inhibitors; 310,000 tested, 3.5% active; AID 2546, 2010;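 note: Gal4-VP16 expression switched on by copper sulfate through the metallothionein promoter; potency is the fitted concentration of half-maximal effect; % is set by controls: 0 for no effect and ±100 for the full control effect; nearly all actives have a fitted effect of over 50% in size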
PKM2 act: qHTS Assay for Activators of Human Muscle isoform 2 Pyruvate Kinase; Pyruvate kinase PKM (Homo sapiens), P14618; purified PKM2, Kinase-Glo ATP luminescence, activation; response scale: 0% is enzyme alone, no compound; Potency, µM (highest dose often 57.5 µM), for inactives: top-dose activation, hits mostly activators; AID 1631, 2009; 260,000 tested, 0.34% active; note: potency is the fitted concentration of half-maximal effect; % is set by controls: 0 for no effect and ±100 for the full control effect; nearly all actives have a fitted effect of over 55% in size
Target sequence (P14618 whole entry, looked up, canonical isoform): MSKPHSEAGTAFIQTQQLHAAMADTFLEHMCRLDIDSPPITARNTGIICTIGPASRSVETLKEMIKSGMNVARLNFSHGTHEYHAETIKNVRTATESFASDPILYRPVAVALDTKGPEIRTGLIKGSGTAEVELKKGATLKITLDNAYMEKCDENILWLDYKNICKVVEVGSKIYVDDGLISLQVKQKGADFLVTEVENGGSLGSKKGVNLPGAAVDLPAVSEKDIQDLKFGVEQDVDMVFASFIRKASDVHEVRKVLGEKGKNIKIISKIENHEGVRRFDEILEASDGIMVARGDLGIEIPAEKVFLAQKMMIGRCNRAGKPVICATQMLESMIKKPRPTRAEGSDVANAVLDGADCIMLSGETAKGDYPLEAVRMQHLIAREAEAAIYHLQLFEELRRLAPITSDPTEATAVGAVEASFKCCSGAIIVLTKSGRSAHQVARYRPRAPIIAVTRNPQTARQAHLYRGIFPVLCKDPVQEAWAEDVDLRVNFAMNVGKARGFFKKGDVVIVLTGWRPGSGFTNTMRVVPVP
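ATP formation by purified human PK-M2, quantified via coupled luciferase luminescence after 1 h at room temperature with 0.1 mM ADP and 0.5 mM PEP final.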
ELG1 genotoxic: qHTS screen for small molecules that induce genotoxicity in human embryonic kidney (HEK293T) cells expressing luciferase-tagged ELG1; HEK293T ELG1-luciferase reporter, luminescence, 16 h; Potency, µM (highest dose often 46 µM), without a hit: at the highest dose activity change, positive = activation, usual class: activators; 330,000 tested, 1.3% active; AID 504466, 2011; note: potency is the fitted concentration of half-maximal effect; % of control where 0% means no effect; nearly all actives have a fitted effect of over 60% in size
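HEK293T cells expressing luciferase-tagged ELG1 were treated with compound or DMSO for 16 hr at 37°C. Luciferase activity was then read after 30 min with ONE-Glo at room temperature; rising signal flags genetic stress.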
Rab9 promoter act: qHTS Assay for Rab9 Promoter Activators. Huh7 Rab9 promoter-luciferase reporter, luminescence, 24 h. Potency, µM (top dose mostly 9.22 µM), inactives show top-dose activation, negative = inhibition, actives largely listed as activators. 320,000 tested, 2.8% active; note: potency is the fitted concentration of half-maximal effect; % of control where 0% means no effect; nearly all actives have a fitted effect of over 60% in size
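Huh7 cells stably carrying a Rab9 promoter-luciferase reporter, 1500 cells per well in OP-MEM I with 10% FBS, treated with compound 24 hours at 37C. Luciferase activity read by luminescence after 10 minutes with Amplite reagent.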
RORgamma inh: qHTS for inhibitors of ROR gamma transcriptional activity; 310,000 tested, 5.4% active; Potency, µM (top dose mostly 53.6 µM), for inactives: at the top dose activity change, negative = inhibition, actives largely listed as inhibitors; Nuclear receptor ROR-gamma (Mus musculus), P51450; Drosophila S2 Gal4-RORgamma UAS-luciferase reporter, 20 h; note: potency is the fitted concentration of half-maximal effect; % is set by controls: 0 for no effect and ±100 for the full control effect; nearly all actives have a fitted effect of over 60% in size
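Luciferase reporter read in Schneider cells carrying Gal4-RORγ (mouse) and UAS-Photinus luciferase; cells given compound 1 h before 700 uM copper sulfate induction, then incubated 20 h at ambient temperature.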
Giardia killer: Small Molecules that selectively kill Giardia lamblia: qHTS; Giardia lamblia trophozoite viability; activity change, % at 7.66 µM, hits read low; 340,000 tested, 0.15% active; in the data active = activity change below about -80%; inconclusive = between about -30% and that limit;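 note: parasites exposed to compound for two days anaerobically before the ATP read; % is set by controls: 0 for no effect and ±100 for the full control effect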
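Compounds were tested on trophozoites seeded at 100 cells/well and held 48 hrs at 37 deg C anaerobically. An ATP-based luminescent kit measured the remaining live cells.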
Menin MLL FP TR: qHTS Assay for Inhibitors Targeting the Menin-MLL Interaction in MLL Related Leukemias: Competition With Texas Red Labeled MLL-derived Mutant Peptide; O00255; Menin + Texas Red MLL mutant peptide, fluorescence polarization; Potency, µM (titrated, usually from 61.6 µM), for the others: top-dose FP activity change, negative = inhibition, actives largely listed as inhibitors; 270,000 tested, 0.23% active; active = well fitted inhibition curve with a large enough effect in the polarisation, with a control signal flat, not every such curve was filed as active; inconclusive = small, poorly fitted or top-dose-only effect, or effect the other way, or a change in a side signal; inactive = no such curve, though single readings can be large or run the other way; the % refers to the polarisation; note: potency is the fitted concentration of half-maximal effect; % of control where 0% means no effect; many of its hits are not listed in these tables
FLuc counter: qHTS profiling assay for firefly luciferase inhibitor/activator using purifed enzyme and Km concentrations of substrates (counterscreen for miR-21 project). 360,000 tested, 6.9% active. purified FLuc, Km substrates, luminescence inhibition. AID 588342, 2011. Potency, µM (doses to about 57.5 µM), inactives show at the top dose activity change, negative = inhibition, hits mostly inhibitors;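 note: potency is the fitted concentration of half-maximal effect; plate controls were vehicle for no effect and reference inhibitor for full effect; nearly all actives have a fitted effect of over 55% in size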
Target sequence (P08659 whole entry, looked up): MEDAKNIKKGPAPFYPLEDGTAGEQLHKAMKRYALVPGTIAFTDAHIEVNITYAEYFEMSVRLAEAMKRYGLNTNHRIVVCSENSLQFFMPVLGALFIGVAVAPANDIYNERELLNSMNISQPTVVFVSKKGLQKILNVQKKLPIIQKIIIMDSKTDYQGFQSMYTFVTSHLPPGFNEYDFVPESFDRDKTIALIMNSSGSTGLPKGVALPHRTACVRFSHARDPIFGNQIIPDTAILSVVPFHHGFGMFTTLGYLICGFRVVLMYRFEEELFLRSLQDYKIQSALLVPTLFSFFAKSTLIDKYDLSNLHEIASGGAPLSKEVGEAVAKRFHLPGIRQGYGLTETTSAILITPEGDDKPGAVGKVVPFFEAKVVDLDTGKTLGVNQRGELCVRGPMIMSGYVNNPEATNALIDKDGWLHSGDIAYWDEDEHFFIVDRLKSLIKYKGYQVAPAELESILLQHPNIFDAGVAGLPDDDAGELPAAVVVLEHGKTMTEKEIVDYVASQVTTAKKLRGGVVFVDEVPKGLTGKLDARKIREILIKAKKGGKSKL
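Biochemical qHTS of compounds, final roughly 60 µM downward over six points, against 10 nM purified firefly luciferase using Km concentrations of substrates (10 uM D-luciferin, 10 uM ATP) in Tris acetate pH 7.5 buffer; luminescence output.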
NPC1 prom act: qHTS Assay for NPC1 Promoter Activators | 320,000 tested, 2.4% active | Huh7 NPC1 promoter luciferase reporter, 24 h | Potency, µM (top dose mostly 9.22 µM), inactives show top-dose activation, hits mostly activators;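 note: potency is the fitted concentration of half-maximal effect; % of control where 0% means no effect; nearly all actives have a fitted effect of over 60% in size; reporter is driven by a mutant NPC1 promoter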
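Readout is luciferase luminescence, reflecting NPC1 promoter activation in stably transfected Huh7 cells after 24 h compound exposure at 37 °C in reduced-serum medium with 10% FBS.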
p53 reactivation: qHTS assay for re-activators of p53 using a Luc reporter. H1299 p53-A138V BP100-luciferase reporter, luminescence, 24 h. Potency, µM (titrated, usually from 92.2 µM), without a hit: at the top dose activity change, positive = activation, most hits filed as activators. 320,000 tested, 0.063% active; note: potency is the fitted concentration of half-maximal effect; % of control where 0% means no effect; nearly all actives have a fitted effect of over 45% in size
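p53-null H1299 cells stably carrying temperature-sensitive p53-A138V and a BP100-luciferase reporter were pinned with compounds (4-point, 1:5 series) and held 24 hrs at 37 deg C. Luminescence was read 10 min after detection reagent.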
BRCA1 expr up: qHTS Assay to Identify Small Molecule Activators of BRCA1 Expression; MCF7-BRCA1-FFLuc reporter, luminescence, 48 h; response scale: scaled: vehicle 0%, 10 µM genistein 100%; 380,000 tested, 1.1% active; Potency, µM (highest dose often 46.1 µM), without a hit: at the highest dose activation, actives largely listed as activators; note: potency is the fitted concentration of half-maximal effect; nearly all actives have a fitted effect of over 80% in size; some results filed as inactive show a strong effect at the top dose
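Quantitative HTS in MCF7 cells stably reporting BRCA1 expression via firefly luciferase. Compound treatment lasts 48 h at 37 °C in phenol-red free MEM. Activation is expressed relative to genistein at 10 microM and DMSO.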
Numbers without * were called inactive; ? = inconclusive; · = not tested or not shown; & = joins results of further samples; [ ] = dose if it differs, or a comment. Unless noted, calls come from the whole dose curve; as a rule, active = well fitted curve in the direction sought with a large enough effect; inconclusive = small, poorly fitted or top-dose-only effect, or another doubt; inactive = no such curve, though single readings can be large; an effect the other way counts as inactive or inconclusive. A portion of the library (hit frequency here may not be typical).

SMILES	Gal4-VP16 FLuc	PKM2 act	ELG1 genotoxic	Rab9 promoter act	RORgamma inh	Giardia killer	Menin MLL FP TR	FLuc counter	NPC1 prom act	p53 reactivation	BRCA1 expr up
NC(=O)CSc1nnnn1-c1ccccc1Cl	1.1%	4.9%	0.2%	-3.4%	18.0%	12.0	5.5%	-1.6%	-13.1%	-0.4%	-20.5%
Cn1c(=O)oc2cc(S(=O)(=O)Nc3ccc(O)cc3)ccc21	-6.4%	8.91µM*	0.3%	-2.1%	?	24.4	-20.1%	-1.0%&2.5%	1.9%	6.7%	-27.7%
CCn1c(=O)cc(SCC(=O)N(C)Cc2ccccc2)c2ccccc21	7.5%	-4.1%	?	2.1%	4.7%	3.7	-16.2%	-0.7%	-3.1%	-4.7%	-23.3%
COc1cc(/C=C/C(=O)OCC(=O)NC(=O)NC(C)(C)C)ccc1OCC#N	6.5%	-0.8%	1.4%	-1.4%	?	9.8	-1.6%	-1.4%	-0.3%	-8.8%	5.8%
COC(=O)c1ccc(C(c2c(N)n(CC(C)C)c(=O)[nH]c2=O)N2CCN(c3ccccc3)CC2)cc1 (centres undefined)	3.5%	-0.8%	-0.7%	8.7%	34.3%	16.7	-7.1%	1.7%	1.0%	-22.0%	3.4%
O=C(Nc1ccsc1C(=O)NC1CCCCC1)c1ccc(F)cc1	-4.2%	-4.2%	9.6%	-3.4%	-5.6%	-19.7	57.2%[activator]	-10.0%	-3.8%	-4.3%	-25.3%
O=C(c1ccc(S(=O)(=O)N2CCCC2)cc1)N1CCC(CN2C(=O)c3cccc4cccc(c34)C2=O)CC1	-1.6%	0.2%	-17.7%	-8.9%	?	-4.9	·	-2.4%	-7.2%	-4.0%	-21.4%
O=C(NCCCN1CCc2ccccc2C1)C1CCN(S(=O)(=O)N2CCCC2)CC1	-3.1%	-1.1%	-0.6%	-5.3%	-6.0%	-10.3	-11.5%	-0.1%	-2.3%	-1.3%	0.0%
COc1cccc(C2Nc3ccccc3C(=O)N2c2ccc(F)cc2)c1O (centres undefined)	19.3%	·	?	?	-7.8%	-15.9	-5.1%	-10.3%	?	?	7.94µM*
O=C(CCS(=O)(=O)c1ccccc1)NCCS(=O)(=O)c1ccccc1	-14.6%	5.0%	-5.8%	6.1%	?	-13.9	14.4%	-1.1%	6.2%	-0.6%	0.0%
Cc1ccccc1C(=O)N1CCC(C(=O)N2CCN(S(=O)(=O)c3ccccc3F)CC2)CC1	1.3%	0.6%	-6.9%	-2.7%	36.1%	-19.1	-2.7%	-0.6%	-1.2%	3.7%	-25.6%
CC(C)(C)SCCNC(=O)c1ccc(Cl)c([N+](=O)[O-])c1	-10.8%	-2.7%	2.3%	-0.1%	?	-11.5	12.5%	-1.8%	-1.0%	?	76.5%
CCN(c1ccc(OC)cc1)S(=O)(=O)c1nnc(NC(=O)COc2ccc(F)cc2)s1	0.6%	·	-2.2%	-3.3%	30.5%	28.5	·	-1.9%&-12.5%	-0.8%	-1.0%	3.2%
O=C(NCCc1c[nH]c2ccccc12)C(=O)NCC1OCCN1S(=O)(=O)c1ccc(Cl)cc1 (centres undefined)	?	2.3%	-4.8%	-9.8%	?	-5.4	-1.6%	4.9%	1.5%	4.1%	-47.4%
Cc1cc(C)c2nc(N3C(=O)C(O)=C(C(=O)c4ccco4)C3c3ccc(O)cc3)sc2c1 (centres undefined)	·	·	8.0%	1.3%	·	9.0	·	-0.3%	0.0%	-3.5%	-15.5%
CCCN(C(=O)CSCC(=O)Nc1cccc(C)c1)c1c(N)n(Cc2ccccc2)c(=O)[nH]c1=O	-1.6%	-5.8%	1.2%	-1.0%	11.9%	20.3	·	2.2%	-3.8%	-15.6%	-5.5%
Cc1c(/N=C(\[O-])Nc2ccc(Br)cc2)sn[n+]1C	?	-2.0%	0.366µM*	0.1µM*	1.0%	0.6	·	1.07µM*	0.282µM*	4.6%	61.6%
COc1ccc(N(CC(=O)Nc2cc([N+](=O)[O-])ccc2C)S(C)(=O)=O)cc1OC	-5.2%	-2.2%	-0.1%	1.4%	13.2%	6.0	·	0.1%	-6.3%	2.5%	-1.1%
CN(CC(=O)Nc1ccc(Cl)c(C(F)(F)F)c1)C(=O)CCN1C(=O)C2CC=CCC2C1=O (centres undefined)	·	·	-1.0%	-3.7%	·	3.6	·	-1.3%	-2.4%	-6.6%	-53.5%
CC(=O)NC(Cc1ccc(C)cc1)C(=O)NC1CCN(c2ncccc2[N+](=O)[O-])CC1 (centres undefined)	-3.5%	-10.0%	-1.1%	-2.1%	-18.4%	-19.2	1.7%	0.5%	0.4%	-4.3%	-4.0%
COc1ccc(Cc2nc3ccc(C(=O)NCCn4ccnc4C)cc3o2)cc1OC	-5.3%	-0.1%	-1.5%	5.3%	1.4%	-1.9	3.8%	2.2%	-8.3%	19.9%	-21.6%
O=C1C2CC=CCC2C(=O)N1c1ccc(NCCc2ccccc2F)c([N+](=O)[O-])c1 (centres undefined)	-1.3%	0.4%	?	23.1%	?	1.9	-10.8%	?	13.6%	15.9%	61.3%
N#Cc1ccc(C(=O)Nc2ccc([N+](=O)[O-])cc2)c(F)c1	4.4%	-1.6%	11.3%	5.0%	-12.2%	-26.1	?	5.5%	-2.9%	1.3%	44.7%
CN1CCN(C(=O)CSc2ccc(C(F)(F)F)cc2[N+](=O)[O-])CC1	13.7%	2.7%	0.8%	-0.9%	6.7%	4.9	0.3%	3.5%	-0.6%	-6.1%	0.9%
O=C(NCc1ccccc1)c1ccc(Cl)nc1	-5.0%	11.2%	0.9%	-4.7%	-2.4%	-24.9	13.9%	-2.0%	1.3%	-1.8%	7.6%
O=C(CSc1nc2ccccc2[nH]1)N/N=C/C=C\c1ccccc1[N+](=O)[O-]	-5.4%	3.3%	-1.2%	1.4%	?	3.8	-1.9%	1.8%	-2.0%	7.7%	-7.6%
CCOC(=O)C1CCN(S(=O)(=O)c2c(C)[nH]c(=O)[nH]c2=O)CC1	·	-0.5%	-0.7%	-1.4%	-3.4%[0.365 µM]	20.0	-22.4%	4.3%	-1.1%	0.5%	-3.3%
Cn1c(NC(=O)c2ccc(F)c(F)c2)cc(=O)n(C)c1=O	0.4%	-11.1%	3.7%	-3.8%	-41.4%	4.4	-0.9%	0.7%	-2.1%	1.8%	0.0%
O=C(O)C1CCCCC1C(=O)NC1CCCCC1 (centres undefined)	-4.6%	-1.1%	0.3%	0.9%	-1.7%	3.9	-7.1%	1.4%	-2.9%	-2.7%	-0.8%
COc1ccc(-c2ncc(CN3CCN(CCC(C)C)C(CCO)C3)cn2)cc1 (centres undefined)	-11.1%	-2.4%	3.6%	27.1%	-17.9%	-19.0	5.9%	?	16.3%	4.6%	23.0%

Looked up above:
CCOC(=O)C1CCN(S(=O)(=O)c2c(C)[nH]c(=O)[nH]c2=O)CC1 | RORgamma inh = -3.4%[0.365 µM]
CC(=O)NC(Cc1ccc(C)cc1)C(=O)NC1CCN(c2ncccc2[N+](=O)[O-])CC1 (centres undefined) | Rab9 promoter act = -2.1%

Additional compounds.
SMILES	Gal4-VP16 FLuc	PKM2 act	ELG1 genotoxic	Rab9 promoter act	RORgamma inh	Giardia killer	Menin MLL FP TR	FLuc counter	NPC1 prom act	p53 reactivation	BRCA1 expr up
COc1cccc(C2C(C(=O)c3sc(C)nc3C)=C(O)C(=O)N2CCN(C)C)c1OC (centres undefined)	6.0%	0.0%	0.1%	1.7%	-34.2%	·	-8.5%	-1.6%	0.7%	7.2%	·
Cc1cccc2cc(CN(CC3CCCO3)S(=O)(=O)c3ccccc3)c3nnnn3c12 (centres undefined)	-5.8%	2.4%	1.7%	-4.0%	-15.1%	·	-2.2%	-4.1%[2.3 µM]	3.4%	12.0%	·
COc1ccc(OCC(=O)N2CCN(S(=O)(=O)c3ccc(Cl)s3)CC2)cc1	·	·	-1.2%	-2.5%	·	-9.0	·	4.4%	0.2%	2.5%	-6.6%
CCOC(=O)Cn1nc(-c2ccccc2)ccc1=O	9.9%	-6.5%	2.8%	1.2%	-29.9%	10.0	-11.3%	-0.5%	-10.6%	-1.2%	38.9%
